MBD2 DNA inh = MBD2-methylated oligo binding inhibition; Q9UBB5; TR-FRET, MBD2 binding to methylated oligonucleotide; inhibition, % at 4.4 µM; 370,000 compounds, 0.31% hits; AID 686964; in the data active = inhibition above about 13%
DAX1 inh-1 = inhibits human nuclear receptor DAX1 | P51843 | HEK293 Gal4-DAX1 luciferase reporter, luminescence | inhibition, % at 6.75 µM | 340,000 compounds, 0.99% hits | AID 504766;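 active = inhibition above the mean over all tested compounds plus 3 SD, cut at about 4.2% in these data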;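 note: 0% = DAX1-transfected cells with DMSO and 100% = empty-vector control cells with DMSO; inhibition shows as a rise in luminescence from relieved DAX1 repression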
ssDAF-12 act = activates DAF-12 receptor from parasite S. stercoralis; HEK293 ssDAF-12/GRIP1 lit1-tk-luc reporter, luminescence; % of 3 µM dafachronic acid response; activation, % at 6.8 µM; 370,000 compounds, 1% hits; AID 652126;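 active = activation above the mean over all tested compounds plus 3 SD, cut at about 0.9% in these data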;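 note: 0% = DMSO-only wells and 100% = 3 µM delta7-dafachronic acid wells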
ADAM17 inh = ADAM17 inhibition, QFRET primary screen | recombinant ADAM17, EDANS/DABCYL FRET peptide cleavage | inhibition, % at 6.95 µM | 370,000 compounds, 0.83% hits;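 active = inhibition above the mean of compounds lying between control limits plus 3 SD, set per campaign, cut at about 8.5% in these data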;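 note: 0% = DMSO-only wells as the low control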
PLCg1 inh = inhibitors of human phospholipase C gamma1 | 370,000 compounds, 0.84% hits | AID 720700 | purified PLC-gamma1, fluorogenic substrate, fluorescence | inhibition, % at 12.2 µM; in the data active = inhibition above about 9.5%
Target sequence (P19174 whole entry, looked up): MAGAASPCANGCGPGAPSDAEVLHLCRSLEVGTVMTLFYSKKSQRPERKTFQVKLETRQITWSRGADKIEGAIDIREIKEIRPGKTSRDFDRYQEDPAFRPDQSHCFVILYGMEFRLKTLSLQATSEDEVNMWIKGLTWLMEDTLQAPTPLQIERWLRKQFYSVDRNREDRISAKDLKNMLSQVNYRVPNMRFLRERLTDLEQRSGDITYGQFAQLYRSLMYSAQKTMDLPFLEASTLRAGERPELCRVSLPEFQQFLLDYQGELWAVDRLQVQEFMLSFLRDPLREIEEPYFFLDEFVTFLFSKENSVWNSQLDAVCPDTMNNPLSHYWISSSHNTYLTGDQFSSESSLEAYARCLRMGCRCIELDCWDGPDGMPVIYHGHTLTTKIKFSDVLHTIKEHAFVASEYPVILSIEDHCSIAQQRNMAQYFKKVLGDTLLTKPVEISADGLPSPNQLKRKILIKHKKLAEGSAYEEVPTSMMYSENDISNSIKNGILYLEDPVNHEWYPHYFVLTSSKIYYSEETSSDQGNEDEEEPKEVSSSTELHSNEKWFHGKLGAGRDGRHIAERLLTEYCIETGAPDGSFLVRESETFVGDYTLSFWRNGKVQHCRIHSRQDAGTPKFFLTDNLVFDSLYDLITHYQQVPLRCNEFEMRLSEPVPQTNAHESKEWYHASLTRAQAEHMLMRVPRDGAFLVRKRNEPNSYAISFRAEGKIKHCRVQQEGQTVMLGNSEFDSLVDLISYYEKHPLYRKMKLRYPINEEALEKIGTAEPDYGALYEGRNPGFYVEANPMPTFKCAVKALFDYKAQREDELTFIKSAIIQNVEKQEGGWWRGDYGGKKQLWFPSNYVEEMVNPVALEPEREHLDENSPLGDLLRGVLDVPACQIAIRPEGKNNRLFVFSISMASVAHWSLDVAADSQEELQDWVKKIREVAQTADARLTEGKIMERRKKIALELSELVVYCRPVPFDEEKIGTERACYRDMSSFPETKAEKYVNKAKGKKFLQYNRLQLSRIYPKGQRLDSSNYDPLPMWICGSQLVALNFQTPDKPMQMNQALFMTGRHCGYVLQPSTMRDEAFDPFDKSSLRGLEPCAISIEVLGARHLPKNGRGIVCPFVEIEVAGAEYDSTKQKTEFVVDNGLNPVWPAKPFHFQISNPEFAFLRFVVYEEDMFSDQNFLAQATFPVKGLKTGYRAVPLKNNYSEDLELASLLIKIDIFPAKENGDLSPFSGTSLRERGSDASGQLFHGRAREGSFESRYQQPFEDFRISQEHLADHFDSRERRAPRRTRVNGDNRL
hcDAF12 agonist = activates DAF-12 receptor from parasite H. contortus. HEK293 hcDAF-12 lit1-tk-luc reporter, luminescence; 0% DMSO, 100% Δ7-dafachronic acid. activation, % at 6.8 µM. 370,000 compounds, 1.4% hits;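 active = activation above the mean of all tested compounds plus 3 SD, cut at about 5.5% in these data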;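 note: 100% = response to 3 µM Δ7-dafachronic acid high control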
PLC-beta3 inh = PLC-beta3 (human) inhibition, primary screen; Q01970; Purified PLC-beta3, fluorogenic substrate, fluorescence; inhibition, % at 12.2 µM; 370,000 compounds, 0.18% hits; AID 720704; in the data active = inhibition above about 11%;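 note: 0% = median of compound wells on plate and 100% = full blocker control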
DAX1 inh-2 = inhibitors of DAX1 repression of SF-1 activated StAR promoter. HEK293T StAR-luciferase reporter, SF-1/DAX-1 repression relief. inhibition, % at 6.8 µM. 370,000 compounds, 1.1% hits. AID 652010;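 active = inhibition above the mean over all tested compounds plus 3 SD, cut at about 3.6% in these data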;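 note: 0% = DAX-1 cells with DMSO and 100% = cells lacking DAX-1 with DMSO; higher inhibition means more luminescence from relief of DAX-1 repression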
SMARCA2 act = activators of SMARCA2 function. MG213 cells, MMTV-luciferase reporter, dexamethasone, overnight. activation, % at 9.1 µM. 370,000 compounds, 1% hits. AID 652017; in the data active = activation above about 7.8%;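 note: 0% = vehicle wells and 100% = reference activator wells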
Rev-erbA mod = Rev-erb alpha (human) modulation. P20393. Rev-erbα–FITC-DNA binding, fluorescence polarization, 90 min. activity, % at 10 µM. 370,000 compounds, 0.79% hits. AID 1259318;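 active = activity above about 14%, limit read from the data; passing the limit was not always enough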;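 note: 0% = DMSO wells with 35 nM protein and 100% = DMSO wells with 750 nM protein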
hgDAF-12 ag = agonists of H. glycines DAF-12 nuclear receptor; HEK293 GAL4-hgDAF12 UAS-luciferase reporter, agonist luminescence; normalized to butyrate control; activation, % at 6.8 µM; 370,000 compounds, 1.8% hits; AID 687014;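 active = activation above a cutoff set at the mean of all screened compounds plus 3 SD, cut at about 10% in these data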;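 note: 0% = DMSO wells and 100% = sodium butyrate wells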
Active calls of the source: *; i = inactive; x = not tested or not shown.

SMILES	MBD2 DNA inh	DAX1 inh-1	ssDAF-12 act	ADAM17 inh	PLCg1 inh	hcDAF12 agonist	PLC-beta3 inh	DAX1 inh-2	SMARCA2 act	Rev-erbA mod	hgDAF-12 ag
CCC(C)N(C(=O)CSc1nnc(C)n1C)C1CCS(=O)(=O)C1 (stereo not drawn)	4	0.5	-0.7	-3	2	-0.2	-8	1.1	-1	-3	3.1
CCCCCCCCN1C(=O)[C@H](CC(=O)NCc2ccccc2)C[C@@]2(C(=O)OC)CCCCC=C12	-1	x	-1.4	3	7	-1.1	7	1.0	1	-2	-2.9
Cc1cc(C)cc(-n2ncc3c2CCCC3NC(=O)CCCn2cncn2)c1 (stereo not drawn)	-6	0.9	-0.9	0	0	1.9	-6	1.3	0	1	2.9
CCOC(=O)/C(C#N)=C/c1cn(CCOc2ccc(OC)cc2)c2ccccc12	-2	1.3	-1.2	0	8	1.3	-5	-0.2	-2	8	2.7
COc1ccc(CNC(=O)c2cccc3c2C(=O)N(CC2CCCO2)C3)cc1 (stereo not drawn)	32*	-0.8	-1.3	4	7	1.4	6	0.1	-3	-4	-2.7
COC(=O)c1ccsc1NC(=O)c1ccc2c(c1)OCCO2	0	1.1	-0.5	-5	-9	1.5	-13	-0.9	1	8	4.9
COC(=O)C[C@H]1C=C[C@H](NC(=O)c2cccc(F)c2)[C@@H](CO)O1	0	x	-0.4	-6	-1	-1.1	2	0.7	-5	-5	-1.0
COC(=O)[C@]12CCCCC=C1N(Cc1cccc3ccccc13)C(=O)[C@H](CC(=O)N1CCN(C(=O)C3CC3)CC1)C2	-6	x	-1.6	3	-1	-1.0	4	-2.1	-2	-3	-3.4
COC(=O)c1[nH]c2ccc(C)cc2c1NS(=O)(=O)c1ccc(F)c(C)c1	-6	-1.3	-1.3	-1	-8	-3.1	-14	-1.1	-1	2	-4.0
Cn1c(CCNC(=O)c2cccs2)n[nH]c1=S	3	0.7	-1.8	-4	1	1.8	-8	-0.1	0	3	0.8
N/C(=N\OC(=O)Oc1ccccc1)c1ccc(Br)cc1	1	0.2	-1.1	1	5	-0.3	3	-0.6	-6	1	1.2
CCn1c(CNC(=O)C2CCCCC2)cc2ccccc21	-7	-0.3	0.4	-4	-2	4.3	-5	0.2	-2	-5	0.1
CCOC(=O)n1c(=O)oc2cc(S(=O)(=O)N3CCOCC3)ccc21	0	0.3	-1.4	-4	0	1.8	-3	0.3	-5	-1	-0.3
O=C1CC2(CCOCC2)Oc2ccc3ccccc3c21	9	1.1	-1.2	-4	6	-1.1	3	0.1	0	2	-0.4
CC(CNC(=O)c1cccs1)c1ccc([N+](=O)[O-])cc1 (stereo not drawn)	-3	1.0	-1.2	2	4	-1.2	-2	-3.0	4	-4	-3.2
COCCNC(=O)c1cc2c(s1)-c1ccc(Cl)cc1SC2	-2	5.0*	0.7	-261	-276	0.7	-421	2.2	3	-2	13*
CCOc1cc(C(=O)Oc2cc(C)[nH]c(=O)c2[N+](=O)[O-])cc(OCC)c1OCC	-1	0.0	-1.1	2	3	-0.9	-1	0.4	-4	-2	-0.1
Cc1cc(C)nc(N/N=C/c2ccccc2OCC(=O)O)n1	2	0.7	-1.2	5	3	2.2	-6	0.0	-4	-1	-0.3
CCOc1ccc(CN(C)Cc2cc(=O)oc3c(C)c(C)ccc23)cc1OC	3	-1.1	-1.5	9.4*	-4	-2.1	-14	-3.7	-5	-2	-4.8
CCNS(=O)(=O)c1ccc(CCC(=O)Nc2ccccc2)cc1	-2	0.6	-0.8	-2	3	-0.1	3	0.3	7	-2	-0.4
Cc1nc(SCC(=O)NC2CCCCC2C)nc(C)c1C (stereo not drawn)	0	1.5	-0.9	3	1	-0.3	5	0.8	-3	3	-3.5
COc1ccc(N=Cc2c(O)n(-c3ccc(OC)cc3)c(=O)c3ccccc23)cc1	1	-0.6	-1.6	-4	-2	-2.1	1	-0.6	-2	-4	-2.5
O=C(N/N=C/c1ccc([N+](=O)[O-])cc1)c1c[nH]c2ccccc12	-3	5.4*	-0.5	2	4	-0.4	6	-0.1	1	-12	3.8
COC(=O)c1cc(NC(=O)CN(c2cccc(OC)c2)S(=O)(=O)c2ccccc2)ccc1Cl	2	-1.3	-1.3	12*	3	-3.2	1	-0.9	-3	2	-2.2
Cc1cc(C)n2nc(C(=O)N3CCCC(N4CCN(c5ccccc5C)CC4)C3)cc2n1 (stereo not drawn)	4	0.2	-1.5	-15	-23	1.1	-48	-2.1	0	3	-2.3
Cc1cccc2c(C(=O)O)cc(-c3cccnc3)nc12	5	1.4	-0.9	-12	-7	-0.7	-14	-0.5	-4	-4	0.2
CC(CC(=O)Nc1ccc(Br)cc1F)S(=O)(=O)c1ccc2c(c1)NC(=O)CO2 (stereo not drawn)	5	-0.2	-1.1	-4	12*	-0.7	-8	-0.5	-2	-6	2.2
O=C(O)Cn1c(=O)c2c3c(sc2n(Cc2ccc(F)cc2)c1=O)CCCC3	4	-0.2	-0.5	-7	-11	0.2	-14	-0.5	-2	5	0.3
O=C1C2C(C(=O)N1c1ccc3c(c1)OCO3)C1C=CC2C12CC2 (stereo not drawn)	2	-0.9	-1.1	-4	1	-0.7	0	-0.4	-3	0	-1.0
CCOC(=O)N1CCC(N2CCCC(C(=O)c3cccc(OC(C)C)c3)C2)CC1 (stereo not drawn)	3	1.4	-1.3	-9	-9	-0.6	-19	0.2	1	-1	0.9
CS(=O)(=O)N(CC(=O)N1CCc2ccccc2C1)c1ccc2c(c1)OCO2	6	0.2	-0.8	-1	-1	0.0	1	-0.8	4	-2	0.5
CC1=NN(C(=O)COc2ccccc2C)C(O)(c2ccc(Cl)cc2)C1 (stereo not drawn)	1	-1.0	-0.8	1	-3	-1.0	-1	-0.5	0	-3	1.4
CNc1nc(N)c([N+](=O)[O-])c(N2CCCCCC2)n1	4	0.3	-0.9	-4	3	-2.1	-6	-0.3	2	-1	-0.7
CN(Cc1ccccc1)S(=O)(=O)c1ccc(Cl)c(C(=O)N2CCC(C(N)=O)CC2)c1	-5	-2.4	-1.1	-1	0	-1.3	0	0.0	-1	2	3.8
CC(C)CCNS(=O)(=O)c1cc2c3c(c1)CCN3C(=O)CC2	1	1.8	-1.1	-2	1	-0.9	-42	0.0	0	0	-1.2
Oc1ccc(/C=N/Nc2ccc3ccccc3c2)c(O)c1	3	0.3	0.6	-8	-35	5.4	-58	2.1	4	-5	3.8
CN(C)S(=O)(=O)c1cccc(-c2cn3cccnc3n2)c1	5	0.5	-0.9	i	i	-1.2	i	0.9	1	-5	-0.4
O=C(CNC(=O)c1cccnc1)N/N=C/c1cc(Br)c(O)c(Br)c1	2	3.1	-1.1	-25	-4	-0.8	-12	0.3	-1	5	3.5
O=C(CN1CCCC1c1cccs1)N1CCN(S(=O)(=O)c2ccccc2)CC1 (stereo not drawn)	-3	1.9	-1.4	1	3	-0.5	4	-1.1	1	-2	-0.4
O=C(NC(=S)Nc1ccccc1N1CCCCC1)c1ccc(-c2cccc([N+](=O)[O-])c2)o1	0	-0.3	-1.0	1	1	-0.5	1	0.6	1	6	2.5
CC(=O)Nc1ccc(S(=O)(=O)c2c(N)n(CCN3CCOCC3)c3nc4ccccc4nc23)cc1	-10	0.7	-1.2	-311	-324	-0.5	-365	0.1	-1	-4	-2.5
O=C(CSCC(=O)NC1CC1)Nc1ccc2ccccc2c1	6	1.3	-1.3	-1	-1	1.7	5	0.0	1	5	3.2
COc1ccc(CCc2nnc(CCC(=O)NCc3cc(C(C)C)no3)o2)cc1	2	3.0	-0.7	2	0	1.9	3	0.9	5	6	8.8
CCOC(=O)CC1C(=O)NCCN1S(=O)(=O)c1cccc(C(F)(F)F)c1 (stereo not drawn)	1	-0.7	-0.6	-4	-4	1.2	-3	2.0	-1	2	1.9
COc1ccc(OC)c(Nc2nnc(C)c(=O)[nH]2)c1	1	x	-1.3	-2	3	-0.9	4	0.0	6	-7	-2.8
Cc1ccc(C(NC(=O)C2CCN(CCOc3ccc(Cl)cc3)CC2)c2ccccn2)cc1 (stereo not drawn)	4	x	-1.5	-1	-1	0.4	1	-0.3	-1	8	-1.1
CCOC(=O)c1cc2sccc2n1CC(=O)OC(C)C	3	-0.9	-1.1	-2	2	-2.7	1	-1.1	-3	4	-0.8
CC(=O)Nc1ccc(NCc2cccs2)cc1	3	4.3*	-0.8	-5	1	-2.5	-10	0.3	-3	0	-2.9
CCN(CC)c1ccc(N2C(=O)C3CCCCC3C2=O)cc1[N+](=O)[O-] (stereo not drawn)	2	0.1	-0.6	-1	3	-2.2	3	-0.7	-3	3	-2.0
Cc1ccc(C)c(S(=O)(=O)Nc2ccc(C(=O)N3CCCCC3)cc2)c1	2	0.0	-1.6	-3	-2	-1.2	-9	-1.0	-2	0	-2.7

(more compounds)
SMILES	MBD2 DNA inh	DAX1 inh-1	ssDAF-12 act	ADAM17 inh	PLCg1 inh	hcDAF12 agonist	PLC-beta3 inh	DAX1 inh-2	SMARCA2 act	Rev-erbA mod	hgDAF-12 ag
COc1ccccc1N1CCN(C2CCCN(C(=O)c3csc(C)n3)C2)CC1 (stereo not drawn)	-6	0.4	-1.1	3	2	-2.1	0	1.3	3	-2	1.4
COc1cc2cc(CCCOC(=O)c3ccc4c(c3)OCO4)oc(=O)c2cc1OC	3	0.9	-1.5	-7	-8	-0.6	-3	0.5	3	1	1.1
O=C(NCCCn1ccnc1)c1ccncc1	1	0.3	-0.8	-1	-3	0.1	-1	0.1	-1	-2	0.2
CCc1nnc(NS(=O)(=O)c2ccc(NC(=O)c3cc(Cl)ccc3[N+](=O)[O-])cc2)s1	-8	1.2	-0.1	1	1	-2.2	-1	-0.3	2	-2	-0.9
CC(C)(C)c1ccc(S(=O)(=O)N2CCCC(C(=O)NCCN3CCC(Cc4ccccc4)CC3)C2)cc1 (stereo not drawn)	1	x	-1.2	4	9	-3.2	0	-1.5	-8	-4	-2.6
Cc1cc(C)nc(NC(=O)Nc2ccccc2C(F)(F)F)n1	5	0.2	-1.6	0	4	-1.6	1	0.4	4	5	1.2
CC1CCC(NC(=O)c2cccc(S(=O)(=O)N3CCN(c4ccccc4)CC3)c2)CC1 (stereo not drawn)	4	-0.6	-1.2	-2	1	-0.4	-2	0.9	-1	0	-2.3
COCCn1c(CN(C)Cc2ccccc2)nc2c1c(=O)n(C)c(=O)n2C	-1	-1.7	-0.8	-2	0	-2.2	2	-1.8	1	9	-5.2
CC(C)(C)C1CCC2(CC1)CC(=O)c1ccccc1O2 (stereo not drawn)	2	1.7	-0.9	-3	0	-0.6	2	-0.1	-1	3	0.0
O=C1c2nc3cc(-c4ccco4)[nH]n3c(=O)c2CN1Cc1ccccc1	-4	x	-1.5	-40	-94	-1.0	-104	0.1	-3	-16	0.0
